High-throughput results from PubChem.
Casp6 inh: human caspase-6 inhibitors, primary screen, biochemical, VEID-R110 fluorescence, single point, set 2. P55212. purified caspase-6, Z-VEID-R110 cleavage fluorescence. inhibition, % at 12.5 µM. 0.53% of 350,000 active;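 active = mean inhibition across replicates at least about 35%, with every replicate also reaching that limit, limit read from the data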;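 note: 0% = median of neutral control wells and 100% = no fluorescence left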
Target sequence (P55212 24-179 limits assumed): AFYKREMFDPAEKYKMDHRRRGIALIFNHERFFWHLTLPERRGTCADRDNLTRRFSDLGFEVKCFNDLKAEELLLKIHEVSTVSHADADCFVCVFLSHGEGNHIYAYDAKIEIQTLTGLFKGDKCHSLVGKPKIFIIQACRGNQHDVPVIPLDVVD
Target sequence (P55212 194-293 limits assumed): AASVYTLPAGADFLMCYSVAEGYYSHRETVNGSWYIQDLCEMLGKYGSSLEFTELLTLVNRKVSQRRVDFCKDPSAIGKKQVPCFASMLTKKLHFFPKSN
miR122 inh: miR-122 Renilla sensor signal increase in Huh7, primary screen, miR-122 inhibitor project, cell-based, single point, plate reader | Huh7 miR-122 Renilla luciferase sensor, 48 h; neutral wells = 0, positive control = 100 | activation (reporter increase), % at 12.5 µM | 0.3% of 340,000 active | AID 602342, 2012;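 active = mean replicate activation score at least 90 and every replicate individually at or above 90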;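 note: higher luciferase means less miR-122 activity so hits act as miR-122 inhibitors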
Cneo AK release: Cryptococcus neoformans cell lysis inducers, primary screen, AK release luminescence, single concentration | lysis activity, % at 15 µM | 0.2% of 360,000 active | C. neoformans lysis, adenylate kinase release luminescence, 4 h; normalised: neutral wells 0, clomiphene wells 100;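 active = mean lysis activity across replicates of at least 80%, whatever share of replicates individually reach that level; inactive = mean lysis activity below 80%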
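Material: C. neoformans cells | Amount: Yeast cell density of 5 × 10^6 cells/mL | Medium: Fresh YPD growth medium | Dosing: Single dose | Times: Static 4 h at 37 °C with compound, 1 h detection | Detection: AK luminescence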
EWS-Fli block: EWS/Fli-driven NR0B1 reporter inhibitors, primary screen, A673 cells, NR0B1 luciferase, luminescence, MLPCN library; viability-normalised; inhibition, % at 12.6 µM; 0.67% of 350,000 active; AID 651661, 2012;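 active = mean inhibition of at least 50% after viability correction, with every replicate also passing that limit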;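 note: firefly luciferase signal divided by Alamar Blue viability fluorescence both relative to DMSO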
FN deposit inh: inhibitors of fibronectin matrix deposition, primary screen, AH1F cells, Alexa488-fibronectin fluorescence, plate reader | AH1F fibroblasts, overnight | inhibition, % at 12.6 µM | 0.086% of 350,000 active | AID 743247, 2014;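 active = mean inhibition across replicates of 30% or more, regardless of how many single replicates reach that level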;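 note: positive control wells lacked labelled fibronectin entirely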
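Assay system: AH1F fibroblasts assembling fluorescent fibronectin matrix; Amount: 10000 AH1F cells per well; Buffer or medium: DMEM, 2% serum; Probe or stimulus: Alexa488-fibronectin, 24 nM final in well; Doses: single compound dose, delivered by pin transfer; Incubation: 1 h adhesion, overnight exposure; Measured by: fluorescence 485/525 nm; Read-out: fibronectin deposition inhibition.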
PAX8 inh HTS: inhibitors of PAX8-driven TPO luciferase reporter, primary screen, RMG-I cells, single concentration; SteadyGlo, 24 h; inhibition, % at 12.6 µM; 1.2% of 360,000 active;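 active = mean replicate inhibition at least 60% with every replicate also reaching 60%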;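 note: luciferase light reporting Pax8 driven TPO promoter activity; plate controls were median of neutral control wells for no effect and mitoxantrone controls for full effect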
LGR2 antag: inhibitors of bursicon-induced LGR2 CRE-luciferase signal, primary screen, cell-based, HEK293, CRE-luciferase reporter, bursicon stimulation; Drosophila bursicon receptor LGR2 (rickets); bursicon-stimulated, 4 h; inhibition, % at 9.99 µM; 0.35% of 380,000 active; AID 720647, 2013;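 active = drop in luminescence signal, shown as inhibition above about 50% in the replicate tests, limit read from the data, passing the limit was not always enough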;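 note: agonist challenge used bursicon conditioned medium at about half maximal strength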
PGC1a acetyl inh: inhibitors of PGC1a acetylation signal, primary screen, cell-based, U2OS, AlphaScreen, inhibitor mode; AlphaScreen anti-acetyl-lysine; with virally co-expressed GCN5 acetyltransferase; inhibition, % at 15.6 µM; 0.17% of 350,000 active; AID 651687, 2012;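 active = every replicate shows inhibition of at least 40%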;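 note: 0% = neutral control wells and 100% = positive control wells; some results beyond the cut were filed as inactive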
* marks the source's active call; other numbers are inactive results; nt = no result given; [ ] = another dose, or the depositor's remark.

The first 4 entries (preview)
Molecule	miR122 inh	EWS-Fli block	LGR2 antag	PGC1a acetyl inh	FN deposit inh	PAX8 inh HTS	Casp6 inh	Cneo AK release
COCC#Cc1ccc([C@@H]2[C@H](CO)N3C(=O)CN(C(=O)C4CC4)C[C@@H]23)cc1	nt	0	6	-12	-5	1	1	nt
COCCCn1cc(C(=O)c2cc(Br)ccc2O)cc(C#N)c1=O	nt	-6	nt	nt	-6	27	2	nt
C/C(=N\NC(=O)c1nc(C)cc(C)n1)c1ccccc1	-5	nt	nt	0	-6	-130	nt	-3
CC(C)NC(=O)N(C)C[C@@H]1Oc2ccc(NC(=O)Nc3cccc4ccccc34)cc2C(=O)N([C@@H](C)CO)C[C@@H]1C	-10[16.7 µM]	-9	9	-7	nt	14	1	4

Results, from the start:
Molecule	miR122 inh	EWS-Fli block	LGR2 antag	PGC1a acetyl inh	FN deposit inh	PAX8 inh HTS	Casp6 inh	Cneo AK release
COCC#Cc1ccc([C@@H]2[C@H](CO)N3C(=O)CN(C(=O)C4CC4)C[C@@H]23)cc1	nt	0	6	-12	-5	1	1	nt
COCCCn1cc(C(=O)c2cc(Br)ccc2O)cc(C#N)c1=O	nt	-6	nt	nt	-6	27	2	nt
C/C(=N\NC(=O)c1nc(C)cc(C)n1)c1ccccc1	-5	nt	nt	0	-6	-130	nt	-3
CC(C)NC(=O)N(C)C[C@@H]1Oc2ccc(NC(=O)Nc3cccc4ccccc34)cc2C(=O)N([C@@H](C)CO)C[C@@H]1C	-10[16.7 µM]	-9	9	-7	nt	14	1	4
COC(=O)C1CN(C(=O)C(C)Oc2ccccc2Cl)c2ccccc2O1 (configuration not stated)	2	11	25	3	0	3	-1	-1
COc1ccccc1Cn1c(=S)[nH]c2cc(C(=O)N3CCC(C(N)=O)CC3)ccc2c1=O	nt	-12	-10	nt	11	-2	0	0
C[C@H](CO)N1C[C@H](C)[C@H](CN(C)Cc2ccc3c(c2)OCO3)Oc2c(cccc2N(C)C)C1=O	-3[16.7 µM]	-10	4	-6	-15	-2	-1	-2
O=C(NC1CCCCCC1)c1cccs1	-5	nt	7	-2	7	nt	nt	0
Cc1ccc(C(=O)NNC(=O)c2ccc(NC(=O)C(C)(C)C)cc2)cc1	2	-14	-11	5	-5	-7	0	0
O=C(NCCNC(=O)c1ccccc1Cl)c1ccco1	1	2	7	nt	2	-5	0	-1
CCC(=O)N1C[C@H](C)[C@@H](OC)CN(C)C(=O)c2ccc(NC(=O)C3CC3)cc2OC[C@@H]1C	nt	nt	-2	-4	0	nt	3	nt
COc1ccc(N2CCN(C(=O)CCSCc3ccccc3F)CC2)cc1	nt	-15	-6	nt	nt	2	-1	nt

Single entries from the list.
COc1ccccc1Cn1c(=S)[nH]c2cc(C(=O)N3CCC(C(N)=O)CC3)ccc2c1=O @ LGR2 antag = -10
COCCCn1cc(C(=O)c2cc(Br)ccc2O)cc(C#N)c1=O @ FN deposit inh = -6
COc1ccc(N2CCN(C(=O)CCSCc3ccccc3F)CC2)cc1 @ Casp6 inh = -1
C/C(=N\NC(=O)c1nc(C)cc(C)n1)c1ccccc1 @ miR122 inh = -5
C[C@H](CO)N1C[C@H](C)[C@H](CN(C)Cc2ccc3c(c2)OCO3)Oc2c(cccc2N(C)C)C1=O @ FN deposit inh = -15

More compounds.
Molecule	miR122 inh	EWS-Fli block	LGR2 antag	PGC1a acetyl inh	FN deposit inh	PAX8 inh HTS	Casp6 inh	Cneo AK release
Cn1nc(OC(=O)Nc2ccc(F)cc2)cc1C(F)(F)F	-5	nt	nt	-25	-4	7	nt	-1
COc1cccc(NC(=O)N[C@H]2C=C[C@H](CC(=O)Nc3ccccc3)O[C@@H]2CO)c1	nt	2	1	2	-3	5	0	39
C[C@H]1CN([C@@H](C)CO)C(=O)c2cc(NC(=O)c3ccncc3)ccc2O[C@@H]1CN(C)Cc1ccc(C(=O)Nc2ccccc2N)cc1	nt	29	-22	5	5	nt	0	nt
O=C(CSCCO)N1CCc2ccccc21	-5	nt	nt	9	-22	-10	nt	24
CCCNC(=O)N1C[C@H]2[C@@H](c3ccccc31)[C@@H](CO)N2C(=O)NC(C)C	-10[16.7 µM]	2	18	6	nt	-17	1	-1
CC(C)NC(=O)Nc1ccc2c(c1)C(=O)N([C@H](C)CO)C[C@@H](C)[C@H](CN(C)Cc1ccccc1)O2	5[16.7 µM]	-10	20	7	nt	6	0	5
O=C(CSc1nnc(-c2cccs2)n1C1CC1)NC1CCS(=O)(=O)C1 (configuration not stated)	-5	-8	18	-8	0	6	-1	-1
CCC(=O)N[C@H]1CC[C@H](CCn2cc(CN(C)C)nn2)O[C@H]1CO	nt	6	5	6	13	-14	1	46
O=C(CCCOc1ccc(Cl)cc1Cl)NNC(=O)c1ccc(NC(=O)c2ccccc2)cc1	-4	7	4	2	-1	26	-1	-6
Cc1ccc(S(=O)(=O)N(C)C[C@H]2Oc3c(NC(=O)Nc4ccccc4)cccc3C(=O)N([C@H](C)CO)C[C@@H]2C)cc1	9[16.7 µM]	3	15	8	nt	20	0	-3
CC(C)(CN1CCCC1)NC(=O)C1CCC(=O)N(CCCN2CCOCC2)C1 (configuration not stated)	-7	nt	16	-7	6	10	-98	-1
CC1CCCN(C(c2ccccc2)c2sc3ncnn3c2O)C1 (configuration not stated)	5	-1	-17	-12	1	14	0	0

Some entries already given, showing only PGC1a acetyl inh.
Compound	PGC1a acetyl inh
Cn1nc(OC(=O)Nc2ccc(F)cc2)cc1C(F)(F)F	-25
CC(C)(CN1CCCC1)NC(=O)C1CCC(=O)N(CCCN2CCOCC2)C1 (configuration not stated)	-7

(next part)
Molecule	miR122 inh	EWS-Fli block	LGR2 antag	PGC1a acetyl inh	FN deposit inh	PAX8 inh HTS	Casp6 inh	Cneo AK release
CCOc1ccc(-c2ncncc2-c2ccccc2OC)c(O)c1	nt	-5	8	-9	-6	13	2	-1
CCOC(=O)c1c(N2C(=O)C3C4C=CC(C4)C3C2=O)sc2c1CCC(C)C2 (configuration not stated)	-6	-4	6	-2	-12	11	1	0
N#CC1=C(N)SC(N)=C(C#N)C1CCc1ccccc1	8	nt	nt	-15	-14	nt	nt	0
CCOc1ccc(NS(=O)(=O)c2ccc(NC(=O)c3ccccc3C(=O)O)cc2)cc1	nt	-14	-8	0	1	10	-6	nt
COCC#Cc1ccc2c(c1)O[C@H](CN(C)Cc1ccccn1)[C@H](C)CN([C@H](C)CO)S2(=O)=O	15[16.7 µM]	-9	2	2	9	-4	1	6
O=c1c2ccccc2ncn1CCCOc1ccccc1[N+](=O)[O-]	-1	nt	-44	-37	8	nt	nt	1
OCCC1CN(Cc2nc(-c3ccccc3)cs2)CCN1C1CCCC1 (configuration not stated)	1	0	-2	nt	8	-8	3	nt
CC1(C(=O)NCc2ccccc2Br)CCN1Cc1ccc2ccccc2c1 (configuration not stated)	0	10	18	-7	-4	9	-2	-1
COc1ccc2nc(-c3ccccc3)cc(OC)c2c1	nt	-35	-29	nt	5	40	-3	nt
Cc1cc(-c2ccco2)n(CC(=O)O)n1	6	nt	nt	0	-2	nt	nt	-3
Nc1ncn(CC(=O)c2ccccc2)n1	nt	16	-8	nt	-1	7	0	nt
CCCCNC(=O)CC1N=C2c3ccccc3N=C(SCC(=O)Nc3ccccc3OC)N2C1=O (configuration not stated)	nt	nt	nt	0	0	17	nt	0
CO[C@@H]1CN(C)C(=O)c2cc(NC(=O)C3CC3)ccc2OC[C@H](C)N(CCc2ccccc2)C[C@@H]1C	22[16.7 µM]	3	-1	-9	4	0	nt	2
O=c1oc(-c2ccco2)nc2sc3c(c12)CCCC3	6	nt	3	0	nt	nt	nt	-6
CCn1c(COc2ccc(OC)cc2)nnc1SCC(=O)Nc1cc(OC)ccc1OC	24	nt	nt	0	4	nt	nt	0
O=C(O)c1cccc(COc2ccccc2Cl)c1	8	86*	101*	-4	nt	nt	2	-1
Cc1cc(=O)[nH]c(SCC(=O)Nc2ccc3c(c2)CCC3)c1C#N	-4	-4	nt	-4	-4	-16	2	-3
CC(C)(C)OC(=O)C[C@@H]1C/C=C\C[C@H](CC(=O)NCCO)C(=O)N2CCC[C@@H]2COC1=O	-4	-1	5	0	-26	-4	3	-1
CCN(CC(=O)Nc1ccc(OC)cc1)CC(=O)N1CC(=O)Nc2ccccc21	nt	3	-5	13	nt	6	5	0
COc1ccc(NC(=O)CN(C)C(=O)CCc2nc3cc(S(=O)(=O)N4CCOCC4)ccc3n2C)cc1	nt	-1	0	nt	3	1	4	2
CCN(C(=O)CSc1nc2ccc([N+](=O)[O-])cc2s1)c1c(N)n(Cc2ccccc2)c(=O)[nH]c1=O	-1	7	-6	-2	-3	11	-2	0
C[C@@H]1CN([C@@H](C)CO)C(=O)c2cccc(NC(=O)C3CCCCC3)c2O[C@@H]1CN(C)S(=O)(=O)c1ccc(F)cc1	-15[16.7 µM]	-1	-1	-2	nt	nt	2	2
COc1cccc(NC(=O)C2(C)CCN2C(=O)Cc2ccc(-c3ccccc3)cc2)c1 (configuration not stated)	-5	0	21	-7	-1	5	-1	-3
CCN1[C@@H]2c3ccc(-c4ccccc4OC)c(=O)n3C[C@@H]2[C@@H](CO)[C@@H]1C(=O)NCc1ccccc1	1[16.7 µM]	-7	-2	nt	nt	nt	1	47
CC1=Nc2cc([N+](=O)[O-])ccc2NC(C)(C)C1	-16	1	-30	4	7	-1	-1	nt
Cc1ccc(N(C(C)C(=O)N2CCOCC2)S(C)(=O)=O)cc1C (configuration not stated)	nt	1	nt	nt	0	4	2	nt
Cc1ccc(NS(=O)(=O)c2cccc(C(=O)NCC(c3ccco3)N3CCCCC3)c2)cc1 (configuration not stated)	nt	-17	-2	-24	nt	-14	0	-2
COc1cc(C=O)ccc1OCC(=O)N1CCOCC1	-9	nt	nt	-23	-20	6	nt	-2
